Source: PubChem (several laboratories)
CHT allo act = allosterically activates the human high affinity choline transporter. actives 0.49% (n = 310,000). CHT-expressing cells, membrane potential dye, choline EC20; active compounds read high; LV-AA mutant CHT in HEK293 cells. AID 488977. B-score at 10 µM;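 active means initial fluorescence not abnormally high and integrated response B-score, plate-corrected, over 3 SD above library mean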
Target sequence (Q9GZV3 whole entry, looked up): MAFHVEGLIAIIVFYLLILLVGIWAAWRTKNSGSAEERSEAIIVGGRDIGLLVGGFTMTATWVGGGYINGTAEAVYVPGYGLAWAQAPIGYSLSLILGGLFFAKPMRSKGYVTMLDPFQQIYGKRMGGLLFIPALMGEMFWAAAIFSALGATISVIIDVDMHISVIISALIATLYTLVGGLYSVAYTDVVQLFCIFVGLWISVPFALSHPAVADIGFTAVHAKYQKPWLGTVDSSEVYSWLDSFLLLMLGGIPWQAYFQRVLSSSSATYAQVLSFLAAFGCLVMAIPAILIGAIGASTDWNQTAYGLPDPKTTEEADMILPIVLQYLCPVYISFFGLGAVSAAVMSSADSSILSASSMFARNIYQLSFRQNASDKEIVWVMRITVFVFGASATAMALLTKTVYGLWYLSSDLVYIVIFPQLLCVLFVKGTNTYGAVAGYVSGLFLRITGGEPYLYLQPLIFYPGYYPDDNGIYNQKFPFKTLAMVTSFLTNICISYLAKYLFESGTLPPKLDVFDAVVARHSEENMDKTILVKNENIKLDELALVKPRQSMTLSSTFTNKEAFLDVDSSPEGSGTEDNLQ
OX1R antagonist = antagonists of human orexin 1 receptor | O43613 | CHO/OX1R cells, Fluo-8 calcium fluorescence, orexin A | inhibition, % at 5 µM | actives 0.43% (n = 330,000) | AID 434989;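 active means inhibition above its plate's threshold, mean inhibition of all tested compounds on the plate plus 3 SD, cut at about 37% in these data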;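 further: 0% = orexin A challenge wells and 100% = SB-334867-A antagonist wells; not every result past the cut was called active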
Target sequence (O43613 whole entry, looked up): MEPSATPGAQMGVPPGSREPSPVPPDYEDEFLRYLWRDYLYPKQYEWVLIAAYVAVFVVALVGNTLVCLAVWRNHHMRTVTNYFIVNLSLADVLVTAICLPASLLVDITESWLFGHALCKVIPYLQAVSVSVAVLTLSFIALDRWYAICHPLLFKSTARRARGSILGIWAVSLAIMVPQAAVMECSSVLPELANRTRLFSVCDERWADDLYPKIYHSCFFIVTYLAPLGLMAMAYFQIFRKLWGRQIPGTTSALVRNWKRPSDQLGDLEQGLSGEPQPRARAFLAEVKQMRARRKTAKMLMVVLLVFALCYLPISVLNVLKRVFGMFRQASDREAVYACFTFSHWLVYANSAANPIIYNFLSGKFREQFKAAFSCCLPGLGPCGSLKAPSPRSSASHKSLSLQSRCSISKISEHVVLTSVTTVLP
* marks the source's active call; other numbers are inactive results; i = inactive; / = no result given. Random draw from the library. Share with any hit: about 0.8%.

Molecule | CHT allo act | OX1R antagonist
Cc1cc(C)cc(N2C(=O)CC(n3ccnc3)C2=O)c1 (stereo unspecified) | i | -18
CC(=O)N(Cc1cc2ccccc2[nH]c1=O)c1ccc(C)cc1 | i | -17
CCOc1ccc(-c2nc(CN(Cc3ccccc3)C[C@@H]3CCC(=O)N3)c(C)o2)cc1 | i | -29
Cc1nn(C(C)C(=O)NCc2ccco2)c(C)c1[N+](=O)[O-] (stereo unspecified) | i | -5
COc1ccc(Cl)cc1NC(=S)NNC(=O)CC(C)C | i | -18
CC1CCN(C(=O)/C(=C\c2cccs2)NC(=O)c2ccccc2)CC1 | i | -18
Cc1cc(C)cc(OCC(O)CN2CC(C)OC(C)C2)c1 (stereo unspecified) | i | -8
COC(=O)CCC(=O)Nc1c(C)n(C)n(-c2ccccc2)c1=O | i | -7
COC(=O)C1C(=O)C(C(=O)c2ccccc2)C(=O)CC1(C)C (stereo unspecified) | i | 10
COc1cccc(CN(C)C(=O)C23CC4CC(CC(NC(C)=O)(C4)C2)C3)c1OC | i | /
O=C(c1ccc(-n2cncn2)c([N+](=O)[O-])c1)N1CCN(S(=O)(=O)c2ccccc2Br)CC1 | i | -7
NNC(=S)Nc1ccc(S(=O)(=O)N2CCCCC2)cc1 | i | -27
Cc1ccc(CC(=O)Nc2cc(C)on2)cc1 | i | -12
CCCCN(C(=O)C1CCC1)c1c(N)n(CC(C)C)c(=O)[nH]c1=O | i | -24
CC(=O)Nc1cccc(C(=O)N2CCN(Cc3ccccc3)CC2)c1 | i | -13
COc1ccc2oc(C(=O)N3CCN(S(=O)(=O)c4cccc([N+](=O)[O-])c4)CC3)c(C)c2c1 | i | -18
COc1cccc(Nc2ccc(Nc3cccc(OC)c3)nn2)c1 | i | -20
O=C(Nc1ccc(-c2nc3ccccc3s2)c(O)c1)C1=COCCO1 | i | -2
CC(C)CCn1nnnc1C(c1ccccc1)N1CCN(C)CC1 (stereo unspecified) | i | -18
CN(Cc1c(C(=O)N/N=C/c2ccccc2F)nnn1-c1nonc1N)c1ccccc1 | i | 36
CCSc1nnc(NC(=O)Cc2ccccc2OC)s1 | i | -22
O=C(COc1ccc(F)cc1)N1CCCc2ccccc21 | i | -14
CCN1CCC(NC(=O)Nc2cccc(C(F)(F)F)c2)CC1 | i | 4
Cc1ccc2cc(CCNS(=O)(=O)c3ccc(F)cc3)c(=O)[nH]c2c1 | i | -25
Cc1noc(C)c1COc1ccccc1C(=O)N(C)CC(=O)Nc1cccc(F)c1 | i | -2
CC(=O)N/N=C(\C)c1cccc(NC(=O)c2cccs2)c1 | i | -9
Cc1ccc(S(=O)(=O)Oc2ccc(/C=C(/NC(=O)c3ccccc3)C(=O)NC(C)C(=O)O)cc2)cc1 (stereo unspecified) | i | -13
CC1CCCCC12NC(=O)N(CC(=O)Nc1sc3c(c1C(N)=O)CCC3)C2=O (stereo unspecified) | i | -9
COc1ccc(CCC(C)N2CCOCC2)cc1 (stereo unspecified) | i | 0
CC1CCC2(CC1)NC(=O)N(CC(=O)c1ccc(Cl)s1)C2=O (stereo unspecified) | i | -14
O=C(CC1C(=O)NCCN1Cc1ccccc1)NCCC1=CCCCC1 (stereo unspecified) | i | -18
Clc1cccc(Cl)c1/C=C/c1nc2ccccc2[nH]1 | i | -20
Cc1ccc2nc(N3C(=O)C(O)=C(C(=O)c4cc5ccccc5o4)C3c3cccs3)sc2c1 (stereo unspecified) | i | -44
Cc1ccc(C(=O)COC(=O)c2ccccc2NC(=O)c2ccccc2)cc1[N+](=O)[O-] | i | -40
N#Cc1ccccc1OCC(=O)N1CCN(C(=O)c2ccco2)CC1 | i | -12
O=S(=O)(/N=C/c1ccccc1O)c1cccs1 | i | 3
C[C@H](CO)N1C[C@H](C)[C@@H](CN(C)C(=O)NC2CCCCC2)Oc2c(NS(=O)(=O)c3ccc(F)cc3)cccc2C1=O | / | -52
O=C(CCNS(=O)(=O)c1ccccc1F)NC1CCCCCC1 | / | -18
CSc1ncccc1C(=O)Nc1nccs1 | i | -12
CCOc1ccc(OCc2ccc(C(=O)Nc3cccnc3)cc2)cc1 | / | 5
COCCN(C(=O)CC1OC(=O)c2ccccc21)c1c(N)n(Cc2ccccc2)c(=O)[nH]c1=O (stereo unspecified) | / | -1
CCC(=O)N1CCN(c2ccc(NC(=S)NC(=O)C(C)C)cc2)CC1 | i | -3
CCC1CCCCN1C(=O)COc1ccc2c3c(c(=O)oc2c1)CCC3 (stereo unspecified) | / | -24
O=C(Nc1cc([N+](=O)[O-])ccc1N1CCCC1)c1cccs1 | i | -24
COC(CN(C)C(=O)c1ccc(CS(=O)(=O)c2ccccc2C)o1)OC | i | -18
O=C1c2ccccc2NC2(CCCCC2)N1N=C1CCCCC1 | i | 5
COc1cc(CNC(C)(C)C)cc(Br)c1OCc1cccs1 | i | -17
COc1ccccc1OCc1csc(NC(=O)c2ccco2)n1 | i | -30
C=CC[n+]1c(-c2ccc(Cl)cc2Cl)csc1Nc1c(C)n(C)n(-c2ccccc2)c1=O | 8.4* | -29
O=C(/C(=C(\O)c1ccccc1)c1nc2ccccc2[nH]1)c1ccccc1 | i | -17
Cc1noc(NS(=O)(=O)c2ccc(N/C=C\C(=O)c3ccc4c(c3)OCO4)cc2)c1C | i | 5
COc1ccc(/C(N)=N/OC(=O)COc2ccccc2Cl)cc1 | i | -25
c1cnc2nc(CSc3ncn[nH]3)cn2c1 | i | -15
CCOc1ccc(NC(=O)C2C3CCC4C(CCC32)C4(Cl)Cl)cc1 (stereo unspecified) | i | -32
Cc1ccc(S(=O)(=O)N2Cc3ccccc3CC2C(=O)NC(C)(C)C)cc1 (stereo unspecified) | i | -19
COc1ccc(N2C(=O)CSC2c2ccccc2[N+](=O)[O-])cc1 (stereo unspecified) | i | -11
Cc1cccc(C(=O)NC(=S)Nc2ccc(S(=O)(=O)N(C)c3ccccc3)cc2)c1 | i | -6
CCCCCC(=O)OC(CN1CCCCCC1)CN1CCCC1=O (stereo unspecified) | i | -18
CC(C)C[C@@]12C(=O)N(c3cccc(F)c3)C(=O)N1[C@H](c1ccc(F)cc1)[C@@H]1C(=O)N(C3CCCCC3)C(=O)[C@@H]12 | i | -24
COc1ccc(NC(=O)CCOc2ccccc2)c(OC)c1 | i | -35

Some of the entries so far, with two lines to a compound:
The line under a structure holds: CHT allo act	OX1R antagonist
- COc1ccccc1OCc1csc(NC(=O)c2ccco2)n1
    i	-30
- C=CC[n+]1c(-c2ccc(Cl)cc2Cl)csc1Nc1c(C)n(C)n(-c2ccccc2)c1=O
    8.4*	-29
- O=C(/C(=C(\O)c1ccccc1)c1nc2ccccc2[nH]1)c1ccccc1
    i	-17
- Cc1noc(NS(=O)(=O)c2ccc(N/C=C\C(=O)c3ccc4c(c3)OCO4)cc2)c1C
    i	5
- COc1ccc(/C(N)=N/OC(=O)COc2ccccc2Cl)cc1
    i	-25
- c1cnc2nc(CSc3ncn[nH]3)cn2c1
    i	-15
- CCOc1ccc(NC(=O)C2C3CCC4C(CCC32)C4(Cl)Cl)cc1 (stereo unspecified)
    i	-32
- Cc1ccc(S(=O)(=O)N2Cc3ccccc3CC2C(=O)NC(C)(C)C)cc1 (stereo unspecified)
    i	-19
- COc1ccc(N2C(=O)CSC2c2ccccc2[N+](=O)[O-])cc1 (stereo unspecified)
    i	-11
- Cc1cccc(C(=O)NC(=S)Nc2ccc(S(=O)(=O)N(C)c3ccccc3)cc2)c1
    i	-6
- CCCCCC(=O)OC(CN1CCCCCC1)CN1CCCC1=O (stereo unspecified)
    i	-18
- CC(C)C[C@@]12C(=O)N(c3cccc(F)c3)C(=O)N1[C@H](c1ccc(F)cc1)[C@@H]1C(=O)N(C3CCCCC3)C(=O)[C@@H]12
    i	-24
- COc1ccc(NC(=O)CCOc2ccccc2)c(OC)c1
    i	-35

Additional records.
Molecule | CHT allo act | OX1R antagonist
C=CCn1cc(/C=N\NC(=O)c2cc3c(ccc4ccccc43)o2)c2ccccc21 | i | -3
O=C(CCCN1C(=O)c2ccccc2C1=O)N1CCC(c2ccccc2)C1 (stereo unspecified) | i | -11
O=C1CC(c2ccc(F)c(Br)c2)C2=C(CCCC2=O)N1 (stereo unspecified) | i | -10
CC1CCCCC1NC(=O)c1cccc(S(=O)(=O)N2CCN(C)CC2)c1 (stereo unspecified) | i | -19
N=C1S/C(=C\c2ccccc2F)C(=O)N1c1ccc(F)cc1 | i | 0
CC(C)(C)NC(=O)CSc1nc(-c2ccc(F)cc2)cs1 | i | -23
CCC(C)NC(=O)Cn1c(=O)sc2ccccc21 (stereo unspecified) | i | -10
O=C(NCCCNC(=O)c1c(F)cccc1F)c1c(F)cccc1F | i | -11
CC(=O)[C@@H]1[C@@H](C(=O)c2ccc(C)cc2)[C@]2(C(=O)Nc3ccccc32)[C@H]2C=Cc3cc(F)ccc3N12 | i | -22
COc1cc(OC)cc(C(=O)NNC(=O)C2CSC3(C)CCC(=O)N23)c1 (stereo unspecified) | / | -3
CCCCn1c(-c2ccncc2)nc2c1c(=O)[nH]c(=O)n2CC(C)C | i | -8
CC1CCCCN1S(=O)(=O)c1ccc(C(=O)Nc2sccc2C(N)=O)cc1 (stereo unspecified) | i | -12
CCCOc1ccccc1C(=O)N(Cc1ccc(C)o1)C1CCS(=O)(=O)C1 (stereo unspecified) | i | -16
O=C(CC1C(=O)NCCN1CC1CCCCC1)NCCc1ccc(F)cc1 (stereo unspecified) | i | -27
CC(C)c1ccc(NC(=O)CCc2ccccc2)cc1 | i | -19
CCc1ccc(OCC(=O)N(C)C2CCS(=O)(=O)C2)cc1 (stereo unspecified) | i | -10
O=C(CN1CCSC1=NCc1ccccc1)c1ccc(Cl)c(Cl)c1 | i | -25
O=C(CCc1ccc(S(=O)(=O)N2CCOCC2)cc1)N/N=C/c1cccc(O)c1 | i | -1
CC1(NC(=O)CCS(=O)(=O)c2ccc(Cl)cc2)CCS(=O)(=O)C1 (stereo unspecified) | / | -14
CCCCn1c(N)c(N(CC(C)C)C(=O)C2CC(=O)N(c3ccc(C)cc3)C2)c(=O)[nH]c1=O (stereo unspecified) | i | -13
NS(=O)(=O)c1cccc(NC(=O)CSc2nc3ccccc3n2-c2ccccc2)c1 | i | -23
Cc1ccc(CN(Cc2ccco2)C(=S)Nc2ccccc2C)cc1 | i | -26
CCCOc1ccccc1C(=O)N(Cc1cccs1)C1CCS(=O)(=O)C1 (stereo unspecified) | i | -25
CCOC(=O)c1ccc(NC(=O)CSc2nc(NC(=O)c3ccccc3)c3c(C)c(C)oc3n2)cc1 | i | -11
Cc1cc(C)c(NC(=O)CSc2nnc(-c3ccncc3)n2Cc2ccco2)c(C)c1 | i | -19
N#Cc1ccc(Oc2nc(Nc3ccc(F)cc3)nc(N3CCCC3)n2)cc1 | i | -20
O=c1cc(Cl)c(-c2ccccc2)n[nH]1 | i | -15
CCOC(=O)NC(NC(=S)Nc1ccccc1OC)C(Cl)(Cl)Cl (stereo unspecified) | i | -48
O=C(O)CC1COc2ccccc2N1S(=O)(=O)c1ccc(Br)cc1 (stereo unspecified) | i | -2
COC(=O)C1C(=O)C(C(=O)c2ccc([N+](=O)[O-])cc2)C(=O)CC1(C)C (stereo unspecified) | i | -15
CCOC(=O)N1CCN(C(=O)c2ccc3c(c2)NC(=O)C(N2CCOCC2)S3)CC1 (stereo unspecified) | i | 28
Cc1ccc(Cn2c(C(C)Nc3nc(-c4ccc(Cl)cc4)cs3)nc3cc(C(=O)NCCCO)ccc32)cc1 (stereo unspecified) | i | -11
CC(=O)N1c2ccc(S(=O)(=O)NCc3ccccc3Cl)cc2CC1C (stereo unspecified) | i | -11
CCOc1ccc(NC(=O)CN(C)C(=O)c2ccncc2)cc1OCC | i | /
CCOc1ccc(OCC)c(NC(=O)C2CCN(S(=O)(=O)c3cccnc3)CC2)c1 | i | -20
CN(C)C(CNC(=O)/C=C/c1cccc(Cl)c1)c1ccccc1 (stereo unspecified) | i | -33
O=C(CSC1=Nc2ccccc2C2=NC(CC(=O)N3CCN(c4ccccc4)CC3)C(=O)N12)NCC1CCCO1 (stereo unspecified) | i | -20
CCN(CC)CCNC1=CC(=O)OC12CCCCC2 | i | 6
O=C(Cn1cnc2ccccc2c1=O)NCc1ccco1 | i | -10
O=C(Nc1ccccc1[N+](=O)[O-])c1cncc(Br)c1 | i | -7
COc1ccc(CCN2CC(C(=O)NC3CCOCC3)CCC2=O)cc1 (stereo unspecified) | i | -11
COc1cc(CN2CC(=O)N(c3ccc(C)cc3)C2=S)cc(OC)c1OC | i | -30
Nc1nc(Br)c2c(F)cccc2c1-c1ccccc1 | i | -22
Cc1cccc(OCCCC(=O)Nc2nccs2)c1 | i | -16
CC(=O)NCCc1nc2cc(NC(=O)c3ccccc3C)ccc2n1C | i | -13
Cc1c(C(=O)NCCN2CCOCC2)oc2ccc(Br)cc12 | i | -12
O=c1[nH]c(CSc2nnc(-c3cccnc3)n2C2CCCCC2)nc2ccccc12 | i | -6
COc1ccc(NC(=O)COC(=O)CCNS(=O)(=O)c2ccccc2)cc1OC | i | -18
C[C@H](CO)N1C[C@H](C)[C@@H](CN(C)Cc2ccc(Oc3ccccc3)cc2)Oc2c(NC(=O)C3CC3)cccc2C1=O | / | 22
COc1ccccc1NS(=O)(=O)/C=C/c1ccccc1 | i | -12
Cc1c(NC(=O)/C(C#N)=C/c2ccc(-c3cccc(Cl)c3)o2)c(=O)n(-c2ccccc2)n1C | i | 6
